# Wnt bcat act = Wnt/beta-catenin pathway activators, primary screen, cell-based, plate reader, single point. AID 743398, 2014. activation, % at 9.35 µM. 300,000 compounds, 1.2% hits. Wnt/beta-catenin reporter cell assay, activator; in the data active means activation above about 30%, passing the limit was not always enough; inconclusive means no clear call, values can overlap the other calls;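 further: 0% = neutral control wells and 100% = positive control wells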
# RTF Ca sens act = cardiac RTF calcium sensitivity activators, primary screen, biochemical, IANBD-TnC fluorescence, EC20 calcium | activation, % at 7.2 µM | IANBD-labeled TnC RTF fluorescence at EC20 calcium; 0% EC20 calcium, 100% full calcium | 340,000 compounds, 0.24% hits | Troponin I, cardiac muscle (Homo sapiens) + Troponin T, cardiac muscle (Homo sapiens) + …;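 active means activation above the mean over all tested compounds plus 3 SD, cut at about 30% in these data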;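 further: rise in fluorescence read as greater calcium sensitivity of cardiac thin filaments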
# CAL PDZ FP-1 = CAL PDZ peptide-binding inhibitors, primary screen, biochemical, fluorescence polarization, Cer-tagged CAL PDZ, HTS | Golgi-associated PDZ and coiled-coil motif-containing protein (Homo sapiens), Q9HD26 | 330,000 compounds, 0.02% hits | purified CAL PDZ, TMR-peptide fluorescence polarization, 1 h | inhibition, % at 20 µM | AID 504414, 2011;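 active means highest replicate inhibition of at least 40%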;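 further: plate controls were DMSO neutral control wells for no effect and unlabeled competitor peptide control wells for full effect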
#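 Material: tagged CAL PDZ protein CerCALP, purified; buffer or medium: sodium phosphate/NaCl buffer pH 7.4 with TCEP, IgG, Thesit; also added: fluorescent TMR peptide probe; schedule: 1 h incubation at room temperature before polarization reading; technique: fluorescence polarization from S- and P-plane intensities, G-factor corrected; control set: unlabelled peptide and DMSO controls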
# MITF TRPM1 HTS = activators of MITF-driven TRPM1 promoter reporter, primary screen, cell-based, SK-MEL-5, luciferase, single point; 300,000 compounds, 0.75% hits; activation, % at 12.5 µM; AID 588334, 2011; SK-MEL-5 TRPM1-promoter luciferase, 24 h; % of positive control, neutral wells = 0;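 active means mean activation of at least 80% with every replicate also reaching 80%; inconclusive means mean reaches 80% but some replicate falls short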;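 further: 0% = neutral control wells and 100% = parthenolide positive control wells; values of inactives mirror those of a sister screen read the other way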
# dFosB activator = activators of delta FosB homodimer, primary screen, biochemical, fluorescence polarization, TAMRA-CDK5 oligo, single point; purified delta FosB; percent of positive-control signal above neutral wells; activation, % at 25 µM; Protein FosB (Mus musculus), P13346; 340,000 compounds, 0.99% hits;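 active means mean activation above about 17%, with every replicate also reaching it, limit read from the data, passing the limit was not always enough; inconclusive means only one of the two conditions met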;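 further: fluorescence polarization rise as delta FosB binds a TAMRA Cdk5 AP-1 oligo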
# Target sequence (P13346 whole entry, looked up): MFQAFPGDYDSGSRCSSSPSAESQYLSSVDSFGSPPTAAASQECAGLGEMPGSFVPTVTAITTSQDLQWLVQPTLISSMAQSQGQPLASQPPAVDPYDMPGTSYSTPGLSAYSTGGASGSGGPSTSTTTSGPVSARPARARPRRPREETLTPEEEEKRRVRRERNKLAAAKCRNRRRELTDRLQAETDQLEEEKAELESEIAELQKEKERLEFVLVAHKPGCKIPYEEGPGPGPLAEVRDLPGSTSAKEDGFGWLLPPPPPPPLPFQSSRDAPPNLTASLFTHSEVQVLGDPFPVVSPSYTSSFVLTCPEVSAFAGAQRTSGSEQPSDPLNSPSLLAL
# V-ATPase pH = regulators of yeast V-ATPase proton pumping, primary screen, pHLuorin cytosolic pH fluorescence. S. cerevisiae. response, % at 10 µM. 350,000 compounds, 0.37% hits. AID 504577, 2011; in the data active means response mostly above about 7.3%, no sharp cut-off; inactive means mostly below about 5.4%; further: actives read high; inactives centre near 0; some compounds called inactive have numbers as strong as hits
# Rtt109 Vps75 = inhibitors of C. albicans Rtt109/Vps75 HAT, primary screen, biochemical, ThioGlo CoA-SH fluorescence, plate reader. 330,000 compounds, 0.16% hits. purified Rtt109/Vps75, 4 h. AID 540336, 2011. Histone acetyltransferase RTT109 (Candida albicans (strain SC5314 / ATCC MYA-2876)), …. inhibition, % at 34.9 µM;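 active means inhibition of at least 50% in every replicate; inconclusive means best replicate reaches 50% inhibition but some replicates fall short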
# CAL PDZ FP-2 = untagged CAL PDZ binding inhibitors, primary screen, biochemical, fluorescence polarization, HTS. Golgi-associated PDZ and coiled-coil motif-containing protein (Homo sapiens), Q9HD26. purified CAL PDZ, TMR-peptide fluorescence polarization, 1 h. AID 602252, 2012. inhibition, % at 24.9 µM. 300,000 compounds, 0.92% hits;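 active means mean inhibition of at least 30% with at least half of replicates also reaching 30%; inconclusive means no clear call, values can overlap the other calls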;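 further: 0% = DMSO neutral control and 100% = excess unlabeled competitor peptide PRC23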
# Tat export inh = E. coli Tat export inhibitors, primary screen, MC4100, TorA-mCherry reporter, fluorescence, single point; inhibition, % at 10 µM; 340,000 compounds, 0.036% hits; AID 488895, 2010;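 active means mean replicate inhibition at least 50% and at least half of replicates individually reaching 50%; inconclusive means only one of the two criteria met; inactive means neither criterion met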;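 further: exported cargo escapes ClpAP degradation while cytoplasmic cargo is degraded and loses fluorescence; 0% = median of neutral control wells and 100% = median of NaSCN control wells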
# CDK5 p35 inh = inhibitors of human CDK5/p35 kinase, primary screen, biochemical, single concentration; Cyclin-dependent kinase 5 (Homo sapiens) + Cyclin-dependent kinase 5 activator 1 (Homo …; Recombinant CDK5/p35, ADP-Glo luminescence, 60 min; inhibition, % at 10 µM; 330,000 compounds, 0.01% hits; AID 488839, 2010;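 active means highest replicate inhibition of at least 50% and at least 75% of replicates reaching 50%; inconclusive means only one of the two criteria met; inactive means both criteria failed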;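 further: plate controls were DMSO neutral control for no effect and GW8510 at 10 µM for full effect; many of its hits are not listed in these tables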
# Target sequence (Q00535 whole entry, looked up): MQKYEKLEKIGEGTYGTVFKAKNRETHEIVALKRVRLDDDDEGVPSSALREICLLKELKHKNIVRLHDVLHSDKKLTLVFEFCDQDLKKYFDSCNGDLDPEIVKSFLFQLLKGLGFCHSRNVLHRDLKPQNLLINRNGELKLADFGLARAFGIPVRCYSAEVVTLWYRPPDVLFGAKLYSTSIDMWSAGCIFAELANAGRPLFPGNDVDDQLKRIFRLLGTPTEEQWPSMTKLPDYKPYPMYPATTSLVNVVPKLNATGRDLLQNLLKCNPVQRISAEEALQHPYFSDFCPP
# Target sequence (Q15078 whole entry, looked up): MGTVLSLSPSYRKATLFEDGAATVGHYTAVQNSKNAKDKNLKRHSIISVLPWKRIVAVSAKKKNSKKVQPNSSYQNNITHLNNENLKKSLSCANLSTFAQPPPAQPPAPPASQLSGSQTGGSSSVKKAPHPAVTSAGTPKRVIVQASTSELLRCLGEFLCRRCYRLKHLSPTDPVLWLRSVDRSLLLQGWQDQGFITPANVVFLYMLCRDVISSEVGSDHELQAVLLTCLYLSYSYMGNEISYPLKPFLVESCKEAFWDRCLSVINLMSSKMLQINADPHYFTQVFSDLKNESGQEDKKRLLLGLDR
# Numbers without * were called inactive; ? = inconclusive; / = not tested or not shown.
SMILES,Wnt bcat act,RTF Ca sens act,CAL PDZ FP-1,MITF TRPM1 HTS,dFosB activator,V-ATPase pH,Rtt109 Vps75,CAL PDZ FP-2,Tat export inh,CDK5 p35 inh
Cc1ncc(CN2CCC(C(=O)Nc3ccc(-n4cccn4)cc3)CC2)s1,4,3,-1.4,2,4,0,2,-6,-2,-1.4
CCCn1c(NCCO)nc2ccccc21,4,7,-1.9,-1,3,0,-2,-8,5,-2.0
Cc1ccc(-n2nnnc2CNC(=O)c2ccc([N+](=O)[O-])o2)cc1C,4,-4,-1.9,-63,-9,-1,3,-8,-1,-1.5
CN(C(=O)COC(=O)c1cccnc1Nc1cccc(C(F)(F)F)c1)C1CCS(=O)(=O)C1 (stereo unspecified),-7,9,3.9,1,-17,4,4,4,6,-4.2
COc1ccc(CNC(=O)COc2cc(O)c3c(c2)OC(C)(C)CC3=O)cc1,0,1,0.3,7,4,-2,9,3,13,-0.8
CCN(CC)CCNc1ccc2nnc(CCNS(=O)(=O)c3ccc(C)cc3)n2n1,-5,-5,-2.6,15,-7,3,3,0,-2,-1.5
CCn1ncc(S(=O)(=O)Nc2cccnc2)c1C,0,-3,-0.2,2,0,0,-3,-4,10,-6.3
CCOC(=O)C1=C(C)NC(=O)/C1=C\N(C)C,-2,18,-2.5,-12,-12,2,1,-3,0,2.7
CN(C)c1oc(-c2ccccc2F)nc1C#N,1,6,0.8,-1,-4,1,6,/,9,0.4
Cc1cc(C)c2oc(C(=O)Nc3ccc(S(=O)(=O)N4CCCC(C)C4)cc3)cc(=O)c2c1 (stereo unspecified),/,1,-2.7,5,-5,/,/,0,3,-2.4
C=C1[C@@H](CCO)N(S(=O)(=O)C(C)(C)C)C[C@@H]1C,-1,-4,-0.8,-3,1,-1,0,-23,-3,-1.6
CC(=O)N1CCN(S(=O)(=O)c2cccc(C(=O)Nc3ccc4c(c3)CCC4)c2)CC1,/,-4,-3.2,1,-3,-1,/,-2,0,0.9
C[C@@H](N)C(=O)NC[C@H]1CC[C@H](C(=O)N[C@@H](Cc2ccccc2)C(=O)O)CC1,3,-2,0.0,-3,1,0,-2,-2,-8,-0.8
Cc1ccc(C(C#N)c2ccc(C(=O)c3ccc(F)cc3)cc2)cc1 (stereo unspecified),/,0,-0.4,1,2,/,-8,-2,1,0.1
CCOc1ccc(OCCCC(=O)N(C)CC(=O)Nc2ccc(N3CCOCC3)cc2)cc1,-1,-7,-2.5,11,-3,-1,6,-2,1,0.6
CSc1nc2ccccc2cc1/C=C(\C#N)c1ccc(Cl)c(Cl)c1,/,-5,-2.2,-2,-7,-6,7,/,-7,1.1
Cc1cccc(N2CCN(S(=O)(=O)c3ccc4c(c3)CC(=O)N4C)CC2)c1C,-4,-4,-1.8,-7,-10,1,-9,-3,-4,1.2
O=C(C1CCN(S(=O)(=O)c2cccc3cccnc23)CC1)N1CCN(Cc2ccccc2)CC1,-5,4,-2.0,2,-3,2,2,-3,-4,2.0
CCCNS(=O)(=O)c1cccc(C(=O)NNC(=O)c2cc(C)oc2C)c1,-1,0,-1.2,-8,-7,0,-6,1,-1,-0.5
Cc1cc(S(=O)(=O)NC2CCCC2)ccc1-n1cnnn1,2,0,-1.4,-10,4,-1,2,/,14,-1.0
NNc1ncnc2sc3c(c12)CCC3,-1,2,-2.7,-1,0,0,-11,4,-1,0.2
CN(/C=C/C(=O)C(F)(F)C(F)(F)F)Cc1ccccc1,/,-4,0.3,/,-2,6,5,-1,11,1.0
O=C(CN(c1ccc(F)cc1)S(=O)(=O)c1ccccc1)NC1CC2CCC1C2 (stereo unspecified),-3,-6,-1.1,-8,-7,-2,21,-3,-4,0.0
O=C(NCCCN1CCCC1=O)c1cn(-c2ccccc2)nc1-c1ccccc1,2,-6,-1.1,10,-10,0,-6,/,6,1.8
COc1ccc(CCN2CCCC(CN(C)Cc3cc(OC)c(OC)c(OC)c3)C2)cc1 (stereo unspecified),-3,3,0.1,/,-13,0,-2,-3,-2,2.9
O=C(O)c1ccc(Sc2nnc3ccccn23)c([N+](=O)[O-])c1,1,-5,-0.1,-4,0,2,9,-6,-3,2.0
c1ccc(CN2CCC(N3CCC(N4CCCCCC4)CC3)CC2)cc1,/,1,0.1,/,-6,-1,1,-3,2,-1.4
CC1CCCN(C(=O)C2CCN(Cc3ccc4c(c3)OCO4)CC2)C1 (stereo unspecified),-2,1,-3.9,9,-14,4,-8,-3,11,0.0
COc1ccc2[nH]c(C(=O)N3CCN(c4ccccc4F)CC3)c(C)c2c1,0,5,0.4,0,-7,3,2,-1,6,0.0
COc1cc(NC(=O)COC(=O)CNC(=O)c2ccc(Cl)cc2)c(C)cc1[N+](=O)[O-],/,10,-2.4,-3,1,-3,-4,0,4,-8.5
Cc1cc(Cl)c(S(N)(=O)=O)cc1OCC(N)=O,-1,-2,-1.9,-10,-6,1,-9,-2,-5,1.8
COC(=O)c1ccc(/C=N\NC(=O)c2c(C)nc3ccc(Cl)cn23)cc1,/,11,-0.1,/,-4,-2,-3,-4,18,11
CCOCC(=O)Nc1cc([N+](=O)[O-])ccc1C,/,8,-2.9,-11,-1,0,-1,-1,5,2.2
O=C(NC1CC1)c1ccc(Cl)c(S(=O)(=O)N2CCOCC2)c1,-2,4,0.4,6,-3,2,2,5,2,-4.0
C=CCn1cc(CN2CCC(C(=O)Nc3ccc(Oc4cccnc4)cc3)CC2)c(C)n1,-2,-2,-3.0,-4,-4,0,-13,-2,-4,-0.7
O=[N+]([O-])c1cc(Br)c(Nc2ccccc2)c([N+](=O)[O-])c1,-14,-5,-1.2,-37,0,-3,-4,2,10,1.4
CCOCCCn1c(SCC(=O)Nc2ccc(C(N)=O)cc2)nc2ccccc2c1=O,0,2,-0.2,1,-3,0,-8,1,0,-7.0
CCn1c(SCC(=O)Nc2ccc3c(c2)OCCO3)nnc1C1CC1,1,-5,-2.3,-2,6,3,-8,-2,-3,-0.3
O=C(COC(=O)/C=C/c1ccccc1)NC1CCCC1,-2,-2,1.3,4,-4,6,0,-3,-4,0.9
COc1ccc(C(=O)Nc2cccc(-c3cc4ccccc4oc3=O)c2)cc1[N+](=O)[O-],-3,2,0.1,-22,52*,-2,1,/,4,-0.7
COc1ccc(/C=N/Nc2nc(N3CCCC3)nc(N3CCCC3)n2)cc1O,-1,8,-2.3,/,-15,-6,9,-1,10,-1.4
Cc1nnc(SCc2ccc(F)cc2)n1NC/C=C/c1ccccc1,/,12,-0.4,8,-7,-2,6,-2,9,0.5
CC(=O)c1ccc(NC(=O)CSc2nc(N3CCOCC3)nc(N3CCOCC3)n2)cc1,6,-2,-1.2,18,-10,-7,3,-2,?,0.6
C=CCNC(=S)NNC(=O)c1csc(CC)c1,7,-2,-1.1,7,2,1,-2,-3,-3,0.2
O=C(NCCN1C(=O)C2C3C=CC(C3)C2C1=O)Nc1ccccc1O (stereo unspecified),3,6,0.5,11,-2,-1,2,/,1,0.3
CC(=O)Nc1ccc(-c2csc(NC(=O)Cc3ccccc3F)n2)cc1,-2,-6,-0.6,21,-10,-3,5,7,11,1.4
CCOC(=O)C(CSCC(=O)c1ccc(Cl)cc1Cl)NC(=O)OC(C)(C)C (stereo unspecified),-2,-1,-2.4,/,-6,-1,-46,-15,9,-0.7
Cc1ccccc1-n1c([C@@H]2C[C@H]2c2ccccc2)n[nH]c1=S,3,4,-1.8,/,7,-1,15,/,-2,-6.9
O=C(NC(=O)N1CCN(c2ccccc2)CC1)c1ccc(Cl)cc1,/,0,-0.7,/,2,-2,-2,-4,-6,-0.3
Cc1ccc(OCCNC(=O)CNC(=O)c2ccccc2Cl)cc1,-2,-1,0.1,-5,-9,-3,-3,/,-2,2.4
CCc1nnc(NC(=O)C2CCCCN2S(=O)(=O)c2ccccc2)s1 (stereo unspecified),-2,1,-0.1,-16,-5,-1,2,1,2,0.0
CCC1CCCCN1CCCCOc1cccc(Cl)c1 (stereo unspecified),-4,4,-1.0,10,7,-4,16,-3,-15,1.5
N/C(=N\OC(=O)COc1ccc(Br)cc1)c1cccnc1,5,1,-0.2,24,4,-1,-1,-4,-5,0.5
Cc1cc2c3nonc3ccc2n1C,/,-5,-0.4,4,5,4,-17,-3,-2,-0.7
O=C(NNC(=O)c1ccccc1[N+](=O)[O-])c1ccccn1,0,-1,0.6,6,7,-4,-14,9,-7,0.3
Brc1ccc(-c2cn3nc4c(nc3n2)CCCC4)cc1,/,20,-5.1,-37,-13,-1,-3,-19,3,1.0
O=C(CNS(=O)(=O)c1cccs1)NCCc1ccc(Cl)cc1,-4,-6,-1.7,5,5,3,4,-1,2,-0.6
COc1ccc(C2N(Cc3ccccc3)CCN2Cc2ccccc2)cc1[N+](=O)[O-],0,5,-0.7,3,3,8,-27,0,2,-2.8
Cn1nc(C(=O)OCC(=O)Nc2sccc2C(N)=O)c2ccccc2c1=O,-2,2,-2.4,-5,7,-2,-2,-2,-5,1.3
CCN(CC)c1ccc(/C=C/c2ccc3ccc(OC)cc3[n+]2CC)cc1,-12,-5,-1.2,-79,?,-1,-8,-18,-445,4.3

# Continuation.
SMILES,Wnt bcat act,RTF Ca sens act,CAL PDZ FP-1,MITF TRPM1 HTS,dFosB activator,V-ATPase pH,Rtt109 Vps75,CAL PDZ FP-2,Tat export inh,CDK5 p35 inh
COc1ccc(OC)c(NC(=S)N2CCCC2)c1,4,0,-2.2,-6,3,-3,3,-1,7,-2.6
Nc1nnnn1/N=C/c1ccc(Cl)cc1,1,0,0.0,5,4,2,1,-3,6,0.6
Cc1ccc(NC(=O)N2CCCCC2)cc1NC(=O)N1CCCCC1,0,-7,-0.8,3,3,-2,0,-1,-2,-0.4
O=C(Nc1ccc2oc(-c3ccccc3)nc2c1)C1CCCO1 (stereo unspecified),24,-2,-2.3,88*,1,2,10,-5,-8,0.6
O=C(CN(c1ccccc1)S(=O)(=O)c1ccccc1[N+](=O)[O-])N1CCCC1,-3,3,-0.6,10,-3,5,-3,19,-5,-3.3
COc1ccccc1CN1C(=O)[C@H]2Cc3c([nH]c4ccccc34)C(C)(C)N2C1=O,-1,2,-0.4,-19,1,4,-1,-4,-4,-0.1
